cardiac RTF act = increases calcium sensitivity of human cardiac regulated thin filaments | P19429+P45379 | IANBD-labeled TnC RTF fluorescence at EC20 calcium; 0% EC20 calcium, 100% full calcium | activation, % at 7.2 µM | 340,000 tested, 0.24% active;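 active = activation above the mean over all tested compounds plus 3 SD, cut at about 30% in these data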;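 note: rise in fluorescence read as greater calcium sensitivity of cardiac thin filaments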
SR-BI DiI inh = inhibitors of mouse SR-BI mediated HDL lipid uptake; Q61009; ldlA[mSR-BI] CHO cells, DiI-HDL uptake fluorescence, 3 h; 320,000 tested, 0.96% active; inhibition, % at 12.5 µM;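 active = mean replicate inhibition of at least 70% and a set share of replicates each scoring 70 or more; inconclusive = meets just one of the two criteria; inactive = fails both criteria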;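 note: 0% = median of neutral control wells and 100% = median of positive control wells; values of inactives mirror those of a sister screen read the other way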
CDK5 inh = CDK5/p35 (human) kinase inhibition; AID 488839; 330,000 tested, 0.01% active; inhibition, % at 10 µM; Q00535+Q15078; Recombinant CDK5/p35, ADP-Glo luminescence, 60 min;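 active = highest replicate inhibition of at least 50% and at least 75% of replicates reaching 50%; inconclusive = only one of the two criteria met; inactive = both criteria failed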;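 note: plate controls were DMSO neutral control for no effect and GW8510 at 10 µM for full effect; many of its hits are not listed in these tables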
Target sequence (Q00535 whole entry, looked up): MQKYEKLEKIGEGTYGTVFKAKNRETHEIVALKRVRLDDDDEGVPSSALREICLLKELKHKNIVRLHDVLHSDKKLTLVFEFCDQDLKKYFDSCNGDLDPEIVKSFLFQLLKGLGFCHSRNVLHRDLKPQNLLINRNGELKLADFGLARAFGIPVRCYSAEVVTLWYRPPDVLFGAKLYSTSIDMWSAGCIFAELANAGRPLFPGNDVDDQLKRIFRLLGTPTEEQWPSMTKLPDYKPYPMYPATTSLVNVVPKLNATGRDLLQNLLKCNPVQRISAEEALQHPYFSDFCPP
Target sequence (Q15078 whole entry, looked up): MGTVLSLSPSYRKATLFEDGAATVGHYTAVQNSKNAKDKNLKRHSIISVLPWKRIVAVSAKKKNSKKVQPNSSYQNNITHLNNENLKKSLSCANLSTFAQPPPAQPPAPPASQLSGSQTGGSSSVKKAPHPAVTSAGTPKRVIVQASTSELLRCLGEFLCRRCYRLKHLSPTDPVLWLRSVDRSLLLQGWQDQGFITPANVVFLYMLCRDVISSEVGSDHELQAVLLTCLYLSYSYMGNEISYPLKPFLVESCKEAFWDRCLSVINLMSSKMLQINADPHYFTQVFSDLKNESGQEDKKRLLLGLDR
PvdQ inh = blocks Pseudomonas aeruginosa PvdQ acylase activity; purified PvdQ acylase, fluorescence plate reader; 340,000 tested, 0.063% active; AID 488965; inhibition, % at 10 µM; in the data active = inhibition above about 30%, passing the limit was not always enough; inconclusive = no clear call, values can overlap the other calls;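 note: 0% = vehicle neutral wells and 100% = reference inhibitor wells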
dFosB act = mouse delta FosB homodimer activation; P13346; purified delta FosB, TAMRA-CDK5 oligo fluorescence polarization; percent of positive-control signal above neutral wells; activation, % at 25 µM; 340,000 tested, 0.99% active; AID 493131;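 active = mean activation above about 17%, with every replicate also reaching it, limit read from the data, passing the limit was not always enough; inconclusive = only one of the two conditions met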;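 note: fluorescence polarization rise as delta FosB binds a TAMRA Cdk5 AP-1 oligo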
Wnt act = Wnt/beta-catenin pathway activation. Wnt/beta-catenin reporter cell assay, activator, plate reader. activation, % at 9.35 µM. 300,000 tested, 1.2% active; in the data active = activation above about 30%, passing the limit was not always enough; inconclusive = no clear call, values can overlap the other calls;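 note: 0% = neutral control wells and 100% = positive control wells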
Rtt109 Vps75 = blocks Candida albicans Rtt109/Vps75 acetyltransferase activity; Q5AAJ8; purified Rtt109/Vps75, ThioGlo CoA-SH fluorescence, 4 h; inhibition, % at 34.9 µM; 330,000 tested, 0.16% active;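 active = inhibition of at least 50% in every replicate; inconclusive = best replicate reaches 50% inhibition but some replicates fall short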
Target sequence (Q5AAJ8 whole entry, looked up): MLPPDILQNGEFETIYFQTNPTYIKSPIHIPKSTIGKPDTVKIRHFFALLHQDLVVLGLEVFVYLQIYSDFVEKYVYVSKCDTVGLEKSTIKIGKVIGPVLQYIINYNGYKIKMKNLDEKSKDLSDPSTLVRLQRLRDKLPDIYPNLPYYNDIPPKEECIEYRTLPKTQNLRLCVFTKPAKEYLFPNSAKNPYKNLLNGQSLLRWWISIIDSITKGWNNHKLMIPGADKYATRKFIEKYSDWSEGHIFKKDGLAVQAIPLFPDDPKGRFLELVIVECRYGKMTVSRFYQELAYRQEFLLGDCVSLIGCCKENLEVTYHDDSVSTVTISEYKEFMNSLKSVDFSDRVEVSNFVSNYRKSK
HTR5A ag ctr = activates human HTR5A in OPRM1-OPRD1 agonist counter-screen; activation, % at 9.3 µM; P47898; AID 504692; 340,000 tested, 0.61% active; HTR5A agonist assay, luminescence, cell-based; in the data active = activation mostly above about 9.5%, no sharp cut-off; inactive = mostly below about 7.6%;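 note: 0% = cells with vehicle only and 100% = reference agonist; strong numbers were not always called active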
SR-BI uptake up = SR-BI HDL lipid transfer activation | CHO ldlA[mSR-BI] cells, DiI-HDL uptake fluorescence, 3 h; 100 = double the neutral-control signal | activation, % at 12.5 µM | 320,000 tested, 0.096% active;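 active = mean replicate activation of at least 60% and every replicate at or above 60%; inconclusive = mean or all-replicate condition met, but not both; inactive = mean below 60% and not all replicates reaching 60%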;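 note: 0% = median plate neutral-control signal and 100% = twice that signal; values of inactives mirror those of a sister screen read the other way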
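Assay system: LDL receptor-deficient CHO ldlA cells overexpressing murine SR-BI / Medium: BSA-supplemented, HEPES-buffered Ham's F12, pH 7.4 / Probe or stimulus: DiI-labelled HDL at 10 µg/mL final / Timing: compound with DiI-HDL co-incubation, 3 h at 37 °C / Technique: bottom-read cell fluorescence after medium removal, ex 550/em 595 nm / Measure: HDL uptake via cellular fluorescence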
MITF act = MITF TRPM1 promoter activation in melanoma cells; SK-MEL-5 TRPM1-promoter luciferase, 24 h; % of positive control, neutral wells = 0; activation, % at 12.5 µM; 300,000 tested, 0.75% active; AID 588334;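 active = mean activation of at least 80% with every replicate also reaching 80%; inconclusive = mean reaches 80% but some replicate falls short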;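 note: 0% = neutral control wells and 100% = parthenolide positive control wells; values of inactives mirror those of a sister screen read the other way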
Active calls of the source: *; ? = inconclusive; nt = no result given.

SMILES	cardiac RTF act	SR-BI DiI inh	CDK5 inh	PvdQ inh	dFosB act	Wnt act	Rtt109 Vps75	HTR5A ag ctr	SR-BI uptake up	MITF act
CCc1ccc(OCCCC(=O)NCc2ccccc2)cc1	-4	-19	1.6	4	3	-1	3	2	19	-3
O=C(NCC(c1cccs1)N1CCOCC1)c1cc2ccccc2oc1=O (configuration not stated)	-2	10	-2.3	1	-4	-3	-2	0	-10	nt
Cc1ccc(C(=O)CSc2nnc(-c3ccc4[nH]c(C)c(C)c4c3)o2)cc1C	-2	39	-0.3	-19	-5	-1	-4	-2	-39	13
O=C(CNCc1cccs1)Nc1ccc(S(=O)(=O)N2CCCCC2)cc1	17	11	-0.4	-20	-13	-3	-1	-3	-11	-10
Nc1nnc(CCC2CCCCC2)s1	10	-166	0.7	-7	-12	nt	1	-3	?	nt
COc1ccc(N2C(=O)C3ON(C4SC(=S)N(C)C4(C)C)C(c4ccc(Cl)cc4)C3C2=O)cc1 (configuration not stated)	0	-15	-0.8	8	7	-3	0	4	15	-7
Cc1ccc(-n2nnnc2C(Cl)(Cl)c2nnnn2-c2ccc(C)cc2)cc1	-4	-7	-0.5	-7	-6	-12	-6	0	7	-31
O=C(CCc1nnc(CCCc2ccccc2)o1)NCCc1ccco1	-4	-3	0.5	-7	2	-2	-7	-7	3	47
O=C(O)C1C2CC3C(OC(=O)C31)C2Cl (configuration not stated)	-3	-2	-0.9	-15	-1	-8	-3	-1	2	11
COCC1CCN(Cc2nc(-c3ccc(OC)cc3)no2)CC1	-2	1	0.4	-15	0	-1	-9	-4	-1	6
Cc1ccc(CNC(=O)COC(=O)CCOc2ccc(C)cc2)cc1	-5	-10	-0.5	-14	-3	1	-12	-2	10	7
CC/C(=N\N=C(/CC)c1ccccc1N)c1ccccc1N	-1	35	0.8	-3	-5	0	-3	-3	-35	26
Cc1cc(C)c2c(N)c(C(=O)N3CCN(c4ncccn4)CC3)sc2n1	1	-2	1.5	2	5	nt	-10	-6	2	5
O=C(O)CCCC(=O)N(Cc1ccccc1)Cc1ccccc1	-4	-17	0.0	-12	1	-2	nt	-2	17	nt
COc1ccccc1NS(=O)(=O)c1ccc(C(=O)N2CCN(c3ccccc3O)CC2)cc1	7	-2	-0.4	-8	-4	-4	13	0	2	-3
COc1cccc2c1OCC(CN1CCN(CCC(C)C)C(CCO)C1)=C2 (configuration not stated)	10	-9	0.0	-15	-1	-2	-5	0	9	8
CC(=O)NC(CCS(C)(=O)=O)C(=O)Nc1cccc2ccccc12 (configuration not stated)	1	-8	-0.5	-15	-1	-2	-3	7	8	nt
CC1Cc2nc(SCC(=O)Nc3nc4ccccc4s3)n(C)c(=O)c2S1 (configuration not stated)	1	-4	-1.2	-13	-11	-5	20	3	4	-29
COc1ccc(-c2c(C)oc3c(CN4CCCC(C)C4)c(O)ccc3c2=O)cc1OC (configuration not stated)	-12	-13	-0.1	0	-1	0	-4	5	13	12
COc1ccccc1CN1C[C@@H]2C[C@@H](c3[nH]c4c(C)cccc4c3C)N3CCC[C@@]23C1=O	2	22	-2.2	-9	-9	-3	-2	-6	-22	-3
Cc1ccc(N=C2NC(=O)/C(=C/C=C/c3ccco3)S2)cc1C	9	-20	-0.9	2	-16	5	3	4	20	6
COc1ccc(N2CCN(C(CNC(=O)C(=O)NCCCO)c3ccco3)CC2)cc1 (configuration not stated)	-2	-2	-2.8	5	-1	0	0	4	2	2
Cn1nc(-c2ccc(C(=O)N3CCN(Cc4ccccc4)CC3)cc2)c2ccccc2c1=O	2	36	3.2	-7	-11	nt	-9	6	-36	nt
Cc1ccc2sc(N(CCCN(C)C)C(=O)CN3C(=O)c4ccccc4C3=O)nc2c1C	1	-5	-0.7	-20	12	0	-9	2	5	16
COc1ccccc1N1CCN(C(=O)CC(NC(=O)c2ccccc2Cl)c2ccccc2)CC1 (configuration not stated)	-11	22	-0.4	-16	-5	-2	10	-3	-22	10

Compounds listed so far that have a furan ring, fused or not (3):
SMILES	cardiac RTF act	SR-BI DiI inh	CDK5 inh	PvdQ inh	dFosB act	Wnt act	Rtt109 Vps75	HTR5A ag ctr	SR-BI uptake up	MITF act
O=C(CCc1nnc(CCCc2ccccc2)o1)NCCc1ccco1	-4	-3	0.5	-7	2	-2	-7	-7	3	47
Cc1ccc(N=C2NC(=O)/C(=C/C=C/c3ccco3)S2)cc1C	9	-20	-0.9	2	-16	5	3	4	20	6
COc1ccc(N2CCN(C(CNC(=O)C(=O)NCCCO)c3ccco3)CC2)cc1 (configuration not stated)	-2	-2	-2.8	5	-1	0	0	4	2	2

Next part.
SMILES	cardiac RTF act	SR-BI DiI inh	CDK5 inh	PvdQ inh	dFosB act	Wnt act	Rtt109 Vps75	HTR5A ag ctr	SR-BI uptake up	MITF act
Cc1ccc2c(c1)[C@H]1[C@H](CO2)[C@H](c2ccccc2)[C@]2(C)C(=O)Nc3ccc(Cl)cc3C(=O)N12	0	-2	-2.2	-10	-2	1	2	0	0	-12
COc1ccc(-n2cc(CNC3CCC(O)CC3)c(-c3cccc(F)c3)n2)cc1 (configuration not stated)	6	-2	-1.3	-9	-5	6	6	2	2	15
CN(C(=O)CSc1nnc(N)s1)C1CCCCC1	-1	-22	-1.5	-12	-7	1	-8	8	22	-9
COc1ccc(NC(=O)CCN2C(=O)c3ccncc3C2=O)cc1OC	0	nt	-1.1	-10	2	4	-4	4	nt	-9
COc1ccc(CCNC(=O)c2cc(-c3ccncc3)nc3ccc(S(=O)(=O)N4CCOCC4)cc23)cc1OC	5	-6	2.0	11	9	1	13	3	6	-5
Cc1ccc(S(=O)(=O)N2CCOCC2)cc1NC(=O)COc1ncnc2ccccc12	1	-12	-0.1	8	-4	nt	26	-2	12	1
O=C(Cc1cccs1)N1CCN(S(=O)(=O)c2ccc(Br)cc2)CC1	-3	-195	-1.0	-16	1	-5	nt	-1	195*	-6
COCCCN(C(=O)CCOc1ccc(C(C)(C)C)cc1)c1c(N)n(Cc2ccccc2)c(=O)[nH]c1=O	-12	20	1.6	-7	-12	5	1	-3	-20	-3
COc1ccc(C(C)=O)cc1COC(=O)CSCC(=O)Nc1ccc(C)cc1	-2	4	0.3	-8	-8	2	-4	0	-4	3
COc1ccc(/C=C/C(=O)N(C)C2CCS(=O)(=O)C2)cc1OC (configuration not stated)	-5	7	0.1	-4	-12	nt	5	3	-7	9
COc1cccc(C(=O)NC(=S)NCc2ccco2)c1	7	-21	-0.8	1	-6	7	1	0	21	6
Cn1nnnc1SCC(=O)N1c2ccccc2Sc2ccccc21	3	6	-1.1	-10	-6	nt	1	-2	-6	nt
CCCNC(=O)C1CC(c2ccc(C(F)(F)F)cc2)=NO1 (configuration not stated)	5	-11	-0.3	-14	0	5	-9	4	11	28
CC(C)OC(=O)CC1C(=O)NCCN1C(=O)COc1ccc(C(C)(C)C)cc1 (configuration not stated)	1	-4	1.0	-18	-10	-2	0	3	4	-6
CCn1c(=O)c2c(nc3n2CCCN3CCc2ccc(OC)c(OC)c2)n(C)c1=O	-7	8	-1.6	-6	-2	30	-28	1	-8	nt
COc1cc(/C=N/NC(=O)c2ccc(-c3ccccc3)cc2)cc(OC)c1OC	14	40	-1.5	-7	?	nt	-4	7	-40	4
O=C(CN1C(=O)NC2(CCCCC2)C1=O)Nc1ccc2c(c1)OCCCO2	-1	-12	1.1	-4	-7	44*	5	5	12	130*
CCOC(=O)Cn1nnc(-c2ccc(S(C)(=O)=O)cc2)n1	1	-16	0.4	-11	-12	nt	3	0	16	-1
Cc1c(NC(=O)Cn2nc(C(F)(F)F)c3c2CCCC3)c(=O)n(-c2ccccc2)n1C	-4	-4	-3.2	-5	-5	nt	-2	-7	4	-7
O=C(NCC1OCCc2ccccc21)c1ccco1 (configuration not stated)	-1	-1	0.3	2	-4	nt	5	-2	1	nt
Cc1nc(SCC(=O)Nc2ccc(F)cc2)c(C#N)c(C)c1CC(=O)c1ccc(Br)cc1	0	2	2.3	-7	10	nt	2	-7	-2	-66
CN1C(=O)N(C)C2(c3ccccc3)N(C(C)(C)C)C(=O)NC12c1ccccc1 (configuration not stated)	0	-19	-0.4	4	-1	-3	-1	-1	19	14
CN1CCN(c2cc(=O)n(-c3ccc(Cl)cc3)c(=O)[nH]2)CC1	5	-7	-1.6	-14	-6	0	10	-3	7	nt
Cn1c(=O)c2ccccc2n(CC(=O)NC2CCCC2)c1=O	7	6	1.1	-6	-5	3	1	5	-6	1
Cc1nn(C)c(C(=O)Nc2cccc(CN3CCOCC3)c2)c1Br	2	-4	-1.0	1	-2	nt	1	-1	4	16
Following part.
SMILES	cardiac RTF act	SR-BI DiI inh	CDK5 inh	PvdQ inh	dFosB act	Wnt act	Rtt109 Vps75	HTR5A ag ctr	SR-BI uptake up	MITF act
CCOC(=O)c1c(CSc2ccccc2)n(C)c2ccc(O)cc12	-5	60	1.9	8	-7	-1	5	4	-60	-1
O=c1oc2ccccc2cc1-c1csc(Cc2nc(-c3ccc(Br)cc3)cs2)n1	-3	-5	1.3	4	5	nt	24	3	5	-27
CC(Sc1ncc(C#N)c(N)n1)C(=O)Nc1ccccc1 (configuration not stated)	7	-5	-1.2	-6	-1	nt	-3	-1	5	1
COc1ccc(OC)c(C(C)NC(=S)Nc2ccc(S(=O)(=O)Nc3ncccn3)cc2)c1 (configuration not stated)	2	-11	-0.3	-10	-11	-1	3	-1	11	-1
O=C(NNC(=O)C1C2CCC(C2)C1C(=O)O)c1cccc(Cl)c1 (configuration not stated)	1	-21	-0.8	10	1	-6	5	-12	21	3
Cc1noc(C)c1CCC(=O)Nc1c(C(C)C)cccc1C(C)C	-7	-22	0.9	3	-1	-1	4	6	22	4
Cc1ccc(Nc2nnc(SCc3cc(=O)n4ccsc4n3)s2)c(C)c1	0	-11	1.0	2	0	-2	2	-3	11	2
COc1ccc(NC2=NC(C)(CO)CS2)cc1 (configuration not stated)	-3	-3	4.2	1	-1	4	-2	-2	3	12
O=C(COC(=O)c1ccc([N+](=O)[O-])o1)NCc1ccc(F)cc1	0	-7	0.7	7	-1	-1	-9	2	7	-28
COc1cccc(NC(=O)C2c3cc(OC)c(OC)cc3C(=O)N(C)C2c2cccnc2)c1 (configuration not stated)	3	3	-1.5	-16	-12	nt	-3	2	-3	-4
CCC(=O)N1CCc2cc(S(=O)(=O)CCC(=O)NCCC3=CCCCC3)ccc21	3	9	-1.4	-1	-7	-3	2	0	-9	3

Source: PubChem BioAssay (several laboratories)
